Screening results (PubChem)
Siah-1 displacement: Siah-1 peptide-binding antagonists, primary screen, biochemical, fluorescence polarization, rhodamine-plectin, uHTS (AID 1817); Siah-1 / rhodamine-plectin peptide fluorescence polarization; higher % means a stronger effect; one-dose displacement, % at 20 µM; IC50 in µM for titrated hits; 290,000 tested, 0.02% active;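 active means displacement of at least 50% at 20 µM, with a fluorescence ratio check between 0.3 and a set limit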;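 further: plate controls were Siah plus tracer with DMSO for no effect and tracer alone without Siah for full effect; strong numbers were not always called active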
TNAP activators: human TNAP enzyme activators, primary screen, biochemical, luminescent, no phosphate acceptor, uHTS (AID 1001) | 200,000 tested, 0.03% active | activation fold at 20 µM; hits with a dose series show EC50 in µM | purified TNAP, luminescent activation assay, no phosphate acceptor; higher activation fold means a stronger effect; in the data active means activation fold from about 3, or a potency from the dose series; inactive means the rest, 99 in 100 with activation fold below about 1.6; further: many of its hits are not listed in these tables
RSV antiviral HEp-2: RSV antiviral activity via CPE protection, HEp-2 cells, primary 10 µM value included (AID 2391). CPE inhibition, % at 10 µM; hits with a dose series show IC50 in µM. HEp-2 cells, RSV-induced CPE inhibition; higher % means a stronger effect. 310,000 tested, 0.13% active; in the data active means a potency from the dose series; inconclusive means CPE inhibition mostly from about 23% at the one dose, without a potency; inactive means the rest, 99 in 100 with CPE inhibition below about 21%; further: strong numbers were not always called active
PMI inhibition: human PMI inhibitors, high substrate, primary screen, biochemical, fluorescence intensity, high mannose 6-phosphate (AID 1220) | inhibition, % at 20 µM, or IC50 in µM where a hit was titrated | 190,000 tested, 0.66% active | recombinant PMI enzyme, coupled fluorescence intensity; higher % means a stronger effect
human PMI inhibition: inhibitors of human PMI, primary screen, biochemical, fluorescence intensity, coupled assay (AID 1209) | one-dose inhibition, % at 20 µM; IC50 in µM for titrated hits | 190,000 tested, 0.42% active | purified PMI enzyme, coupled fluorescence intensity; higher % means a stronger effect;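 further: plate controls were DMSO vehicle for no effect and wells lacking substrate for full effect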
XIAP antagonists: XIAP antagonists, biochemical, IAP family, fluorescence polarization (AID 1018); XIAP BIR domain, fluorescence polarization peptide displacement; higher % means a stronger effect; displacement, % at 20 µM; hits with a dose series show IC50 in µM; 200,000 tested, 0.007% active; in the data active means displacement above about 50%; further: a part of the inactive calls stands beside numbers as strong as those of hits
Salmonella PhoP GFP: PhoP-dependent GFP reporter repression – Salmonella Typhimurium, primary screen (AID 1863); S. Typhimurium PhoP-regulated promoter GFP reporter, 4 h; higher % means a stronger effect; inhibition, % at 50 µM; hits with a dose series show IC50 in µM; 300,000 tested, 0.16% active;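 active means inhibition over 29.93%, a cutoff 3 SD above the screen mean, later confirmed by dose response; inconclusive means inhibition over 29.93% but no dose response follow-up; inactive means inhibition at most 29.93% or unconfirmed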;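 further: 0% = low Mg2+ inducing control and 100% = high Mg2+ repressing control; strong numbers were not always called active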
WT yeast gro inh: growth inhibition of WT yeast, mitochondrial fusion screen | inhibition, % at 10 µM | 190,000 tested, 2.1% active | mitochondrial fusion phenotypic screen, WT strain; in the data active means inhibition above about 58%; tested in S. cerevisiae
Myeloid diff MLP: promotes myeloid progenitor differentiation; ER-HoxA9 myeloid progenitors, lysozyme-GFP differentiation, flow cytometry; calls only at 10 µM; 360,000 tested, 1% active;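 active means normalized GFP-positive differentiation at or above the plate's own cutoff, the solvent-only control mean plus 3 SD; inconclusive means no clear call, values can overlap the other calls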;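 further: cells exposed to compound for four days before flow analysis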
WT yeast gro inh mutant strain: also measured in WT yeast gro inh; calls as there; inhibition, %; mitochondrial fusion phenotypic screen, mutant strain inhibition
Myeloid diff MLP GFP+ MAC1+ %: second read-out of Myeloid diff MLP, no call of its own (marks repeat the call); GFP+ MAC1+ double positive, %; measured here: differentiation confirmed by MAC1 staining
Active calls of the source: *; i = inactive; ? = inconclusive; . = not tested or not shown. Unless noted, no stated cut-off is given here; in the data, active means inhibition above about 50%; inactive means the rest. The order is random. Share with any hit: about 3.1%.

SMILES | Siah-1 displacement | TNAP activators | RSV antiviral HEp-2 | PMI inhibition | human PMI inhibition | XIAP antagonists | Salmonella PhoP GFP | WT yeast gro inh | WT yeast gro inh mutant strain | Myeloid diff MLP | Myeloid diff MLP GFP+ MAC1+ %
COc1ccccc1C(=O)Nc1nnc(SCC(=O)NC2CCCC2)s1 | -4% | . | 1.5% | . | . | . | 9% | . | . | i | 4.4
c1ccc(-c2nnc(-c3ccccn3)c(-c3ccccn3)n2)nc1 | -3% | . | 0.5% | . | . | . | -6% | . | . | i | 0.2
Oc1ccc(Cl)cc1CNCC1CCCO1 (stereo unspecified) | 4% | 1.1 | 0.7% | 6% | 6% | -0.8% | 6% | 8 | 15 | i | 0.8
C/C(=N\OCC(=O)Nc1ccc2c(c1)OCCO2)c1ccc2c(c1)OCCO2 | 0% | 1.1 | 13% | 11% | 9% | -1.2% | ? | 23 | -12 | i | 3.1
CCC(C(=O)NCCCN1CCCCCC1)n1nc(C)c2sc3ccccc3c2c1=O (stereo unspecified) | -9% | . | 1.7% | . | . | . | 0% | . | . | i | 0.7
COCCCNC(=S)NNC(=S)Nc1ccc(OC)cc1 | -4% | . | 0.2% | . | . | . | -11% | . | . | i | 0.2
NC(=O)c1nsc(C(=O)N(c2cccc(F)c2)C(C(=O)NCc2ccccc2)c2ccc(O)cc2)c1N (stereo unspecified) | 7% | . | ? | . | . | . | 7% | . | . | i | 2.0
CS(=O)(=O)N1CCN(c2ccc(NC(=O)c3cc4ccccc4o3)cc2)CC1 | 0% | . | 0.1% | . | . | . | 2% | . | . | i | 0.1
Cc1cc(C)n(C(=O)CNC(=O)c2ccccc2Br)n1 | 5% | . | 0.4% | . | . | . | -10% | . | . | i | 1.4
CC(C)OC(=O)c1ccc(OC(=O)c2cccnc2)cc1 | -2% | 1.1 | 0.5% | 3% | 4% | -5.4% | 3% | 7 | 0 | i | 0.2
CCCc1cc(=O)[nH]c(SCC(=O)c2cc(C)n(-c3c(C)n(C)n(-c4ccccc4)c3=O)c2C)n1 | 4% | 1.1 | -1.7% | -4% | -6% | -1.2% | 2% | -7 | 12 | i | 0.6
Cc1ccc(C(=O)NC(=S)NCc2ccccc2)cc1 | 2% | . | 2.5% | . | . | . | 1% | . | . | i | 0.4
O=C(N/N=C1/CCSC1)c1cc(Br)ccc1O | 1% | 1.1 | 8.1% | -18% | -11% | -5.4% | 20% | 15 | 8 | i | 0.6
Cc1cccc(-c2noc(CN(C)S(=O)(=O)c3cc(Cl)ccc3Cl)n2)c1 | 3% | 1.1 | 0.8% | 8% | 14% | -4.9% | 11% | 24 | 10 | i | 6.8
CC(=O)Nc1ccccc1NS(=O)(=O)c1ccc(Cl)cc1 | 1% | 1.1 | 4.1% | -6% | -8% | -5.4% | -12% | 14 | 5 | i | 0.8
CCOC(=O)c1c(C)c(-c2ccccc2)n(CC(=O)N2CCN(C)CC2)c1C | -1% | 1.1 | 0.2% | -6% | -3% | -1.2% | -3% | 5 | -3 | i | 1.5
CCn1c(C)nc2cc(C(=O)NNC(=O)CCC3CCCCC3)ccc21 | 8% | 2.4 | 1.0% | -10% | 8% | -4.9% | -1% | -9 | -15 | i | 0.3
COc1ccc(-c2cc(C)no2)cc1S(=O)(=O)Nc1cccc(C)c1 | 1% | . | 12% | . | . | . | -5% | . | . | i | 0.7
c1ccc(Cn2c(Nn3cnnc3)nc3ccccc32)cc1 | 0% | 1.1 | 0.9% | -5% | 0% | 0.2% | -6% | -12 | -2 | i | 1.0
CC(=O)N1CC2(CC(=O)OC(C)C)CN(C(C)=O)CC(CC(=O)OC(C)C)(C1)C2=O | -5% | 1.1 | . | 0% | 3% | -1.6% | 0% | -2 | -5 | i | 1.1
O=C1NCCN1CCN1C(=O)c2ccccc2NC1c1ccccc1 (stereo unspecified) | 4% | . | 0.8% | . | . | . | -15% | . | . | i | 0.4
COc1ccc(OCC(=O)N(Cc2cccs2)C2CCS(=O)(=O)C2)cc1 (stereo unspecified) | 5% | . | 1.8% | . | . | . | -8% | . | . | i | 0.6
CCN(CC)CCNC(=S)Nc1ccc2nc(N3CCCC3)cc(C)c2c1 | -2% | 1 | 0.2% | 8% | -7% | -5.9% | -7% | 1 | -15 | i | 0.0
CC(C)OC(=O)c1nn2c(C(F)(F)F)cc(-c3ccc(Br)o3)nc2c1Br | 4% | 1 | 1.7% | 11% | 2% | -5.8% | -14% | 4 | -2 | i | 0.7
CCCCCSc1nnc(C)c(=O)[nH]1 | -3% | 1.1 | 1.2% | -9% | -7% | 0.1% | -7% | 18 | 15 | i | 5.3

Molecules above that contain an aryl methoxy group:
SMILES | Siah-1 displacement | TNAP activators | RSV antiviral HEp-2 | PMI inhibition | human PMI inhibition | XIAP antagonists | Salmonella PhoP GFP | WT yeast gro inh | WT yeast gro inh mutant strain | Myeloid diff MLP | Myeloid diff MLP GFP+ MAC1+ %
COc1ccccc1C(=O)Nc1nnc(SCC(=O)NC2CCCC2)s1 | -4% | . | 1.5% | . | . | . | 9% | . | . | i | 4.4
COCCCNC(=S)NNC(=S)Nc1ccc(OC)cc1 | -4% | . | 0.2% | . | . | . | -11% | . | . | i | 0.2
COc1ccc(-c2cc(C)no2)cc1S(=O)(=O)Nc1cccc(C)c1 | 1% | . | 12% | . | . | . | -5% | . | . | i | 0.7
COc1ccc(OCC(=O)N(Cc2cccs2)C2CCS(=O)(=O)C2)cc1 (stereo unspecified) | 5% | . | 1.8% | . | . | . | -8% | . | . | i | 0.6

(list continues)
SMILES | Siah-1 displacement | TNAP activators | RSV antiviral HEp-2 | PMI inhibition | human PMI inhibition | XIAP antagonists | Salmonella PhoP GFP | WT yeast gro inh | WT yeast gro inh mutant strain | Myeloid diff MLP | Myeloid diff MLP GFP+ MAC1+ %
CCOCCn1c(=O)c2c(nc3n2CC(C)CN3CCc2ccccc2)n(C)c1=O (stereo unspecified) | -4% | . | -1.7% | . | . | . | 8% | . | . | i | 1.1
CSc1cccc(NC(=S)NC(=O)c2cccnc2)c1 | 10% | . | -0.5% | . | . | . | -1% | . | . | i | 0.3
Cc1ccc(CNC(=O)CSc2nc3ccccc3c(=O)n2CCCO)cc1 | 21% | 1.1 | 7.2% | 10% | 10% | -1.7% | -2% | 0 | -11 | i | 1.9
CCOc1ccc(S(=O)(=O)Nc2cccc(OC)c2)cc1 | -3% | 1.1 | 0.7% | 5% | 11% | 0.6% | -12% | 10 | 12 | i | 6.6
COCCNC(=O)Cn1cnc([N+](=O)[O-])n1 | -4% | 1.1 | 2.1% | 4% | 0% | -3.9% | 0% | -8 | -3 | i | 1.3
CCc1c(C)sc(NC(=O)CSc2nc3c(c(C(F)(F)F)n2)CCc2ccccc2-3)c1C#N | -4% | 1.1 | 2.4% | 2% | 0% | -5.3% | -7% | -2 | 12 | i | 0.7
C=CCNC(=O)CCC(=O)NNc1nc2ccccc2c2nc(-c3ccccc3)nn12 | -8% | 2.5 | 5.7% | -5% | -2% | 0.6% | -4% | -8 | 10 | i | 0.3
CCCCC(=NCCO)C1=C(O)C(C(=O)OC)C(C)(C)CC1=O (stereo unspecified) | -6% | 0.9 | 1.1% | 1% | 3% | -8.7% | -6% | 12 | -8 | i | 0.7
CCCOc1ccc(N2C(=O)CC(N(Cc3ccco3)C(=O)CC)C2=O)cc1 (stereo unspecified) | 0% | . | 1.6% | . | . | . | -9% | . | . | i | 0.3
CCOC(=O)C1=C(C)N(c2nonc2NC(C)=O)C(N)=C(C#N)C1c1ccccc1F (stereo unspecified) | 5% | 1.1 | 2.4% | 4% | 5% | -3.9% | 10% | 16 | 9 | i | 1.1
COc1ccc(-c2ccc(-c3noc(-c4ccccc4C)n3)c(OC)n2)cc1 | 4% | 1.1 | 8.2% | 14% | 16% | -1.6% | -6% | 2 | 9 | i | 0.4
CC(C)CC(/C(O)=C(\C#N)c1nc2ccccc2[nH]1)N1C(=O)c2ccccc2C1=O (stereo unspecified) | 4% | 1 | 63% | 6% | 11% | -6.2% | 19% | 9 | -4 | i | 1.3
Cc1cccc(NC(=O)CN(C)S(=O)(=O)c2cnc[nH]2)c1 | -1% | 1.1 | 2.2% | 3% | -3% | -5.4% | 24% | -15 | -9 | i | 0.9
CCn1cc(C(=O)NCC(OC)OC)c(=O)c2cc(S(=O)(=O)N(C)C3CCCCC3)ccc21 | -1% | . | 8.4% | . | . | . | -10% | . | . | i | 0.7
O=C(CSc1nc2ncc(Br)cc2[nH]1)Nc1ccccc1-c1ccccc1 | -5% | . | 1.6% | . | . | . | -7% | . | . | i | 3.4
Cc1ccccc1C(=O)N1CCN(c2ccc(NC(=S)NC(=O)c3ccco3)cc2)CC1 | -1% | . | 9.0% | . | . | . | 2% | . | . | i | 4.2
COc1ccc(C(=O)COc2ccccc2C#N)cc1 | 1% | . | 2.7% | . | . | . | 2% | . | . | i | 0.8
Nc1nnc(SCC(=O)N2CCc3ccccc3C2)s1 | 2% | 1.1 | -0.9% | -9% | -12% | -3.6% | 8% | 9 | -2 | i | 0.1
Cc1ccc(C(=O)Nc2ccc3cn[nH]c3c2)cc1S(=O)(=O)N1CCCCC1 | -1% | 1 | 19% | -4% | -3% | -3.2% | 8% | -1 | 0 | i | 0.5
COCCCn1c(N)c(-c2nc3ccccc3n2C)c2nc3ccccc3nc21 | 0% | 1.4 | 1.9% | 7% | 16% | -1.6% | -2% | 19 | 18 | ? | .
CN(C)C=NC(=O)/C(C#N)=C1\CCc2ccccc2N1 | 2% | 1.1 | 21% | 0% | -9% | -2.2% | -3% | 15 | 7 | i | 0.0
CCCCOc1ccccc1NC(=O)C=C(C)C | 1% | 1.1 | -0.1% | -3% | 6% | -3.0% | 8% | 5 | 14 | i | 5.2
O=C(Nc1cccs1)NC1CCCC1 | -4% | 1.1 | -0.1% | 2% | 4% | -6.3% | 11% | -13 | -12 | . | .
Cc1nc(SC2CC(=O)N(c3ccccc3)C2=O)n[nH]1 (stereo unspecified) | 1% | 1.1 | 3.2% | -49% | -13% | -7.2% | . | -1 | 8 | i | 0.4
COc1ccc(NC(=O)c2nn(C34CC5CC(CC(C5)C3)C4)cc2[N+](=O)[O-])cc1 | -1% | 1.1 | 12% | 12% | 21% | -5.7% | -12% | 34 | 9 | i | 0.1
O=C(O)C1CCCN1C(=O)c1cncc(Br)c1 (stereo unspecified) | -2% | 1.1 | 1.2% | 2% | 5% | -5.8% | 1% | 13 | 15 | i | 12
COc1ccc(/C=N/NC(=O)c2ccncc2)c(C(=O)O)c1OC | -3% | . | 1.4% | . | . | . | -11% | . | . | i | 0.8
NC(=O)CSCc1c(Cl)cccc1Cl | 2% | 1.1 | 7.8% | 9% | 10% | -1.1% | 10% | -6 | -5 | i | 6.6
O=C(CNC(=O)c1ccccc1)OCc1nnc(-c2ccc(Cl)cc2)o1 | 5% | 1 | 1.0% | 6% | 3% | -1.7% | 6% | 4 | 9 | i | 0.4
Cc1cc(N2CCOCC2)c2c(N)c(C)cc(C)c2n1 | -4% | 1.1 | 1.8% | 10% | 16% | -8.7% | 3% | -3 | 8 | i | 0.3
